APJ antagonist: antagonists of human apelin receptor APJ, primary screen, CHO-K1 cells, beta-arrestin complementation, luminescence | AID 2521, 2010 | 330,000 tested, 0.32% active | inhibition, % at 20 µM;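 active = inhibition above about 40% at 20 µM, limit read from the data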;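 note: cells challenged with 10 nM apelin-13 agonist together with compound; plate controls were apelin-13 plus DMSO wells for no effect and DMSO wells lacking apelin-13 for full effect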
Target sequence (P35414 whole entry, looked up): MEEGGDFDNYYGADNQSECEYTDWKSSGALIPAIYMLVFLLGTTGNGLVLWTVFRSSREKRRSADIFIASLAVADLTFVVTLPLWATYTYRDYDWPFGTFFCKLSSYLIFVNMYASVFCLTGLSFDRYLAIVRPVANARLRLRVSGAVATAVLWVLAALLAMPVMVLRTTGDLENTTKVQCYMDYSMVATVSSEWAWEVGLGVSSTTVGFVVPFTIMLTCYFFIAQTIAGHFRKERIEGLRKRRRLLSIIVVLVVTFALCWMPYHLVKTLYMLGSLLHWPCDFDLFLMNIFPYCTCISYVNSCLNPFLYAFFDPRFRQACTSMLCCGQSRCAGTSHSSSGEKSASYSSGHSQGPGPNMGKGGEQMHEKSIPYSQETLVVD
CCR6 antag: CCR6 receptor antagonists, primary screen, cell-based, CHO-K1, luminescence, beta-arrestin, uHTS. C-C chemokine receptor type 6 (Homo sapiens), P51684. CHO-K1 CCR6 PathHunter beta-arrestin, CCL20-stimulated. inhibition, % at 20 µM. 340,000 tested, 0.49% active. AID 493098, 2011;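 active = compounds whose inhibition of the agonist-driven luminescence signal at 20 µM reaches about 50%, limit read from the data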;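 note: cells stimulated with CCL20 at 14 nM final; plate controls were DMSO with CCL20 for no effect and DMSO without agonist for full effect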
697 NFkB inh: inhibitors of PMA/ionomycin-induced NF-kB reporter, 697 cells, primary screen, B-cell NF-kB inhibitor project, cell-based, luminescence, uHTS; inhibition, % at 4 µM; 330,000 tested, 0.33% active; 697 B-cell NF-kB luciferase reporter, 16 h; AID 435022, 2010; in the data active = inhibition above about 35%
EBI2 block: EBI2 receptor antagonists, beta-arrestin recruitment, primary screen, cell-based, luminescence, 7a,25-OHC stimulation, uHTS; AID 651636, 2012; G-protein coupled receptor 183 (Homo sapiens), P32249; inhibition, % at 5 µM; 7a,25-OHC stimulated; 360,000 tested, 0.81% active; in the data active = inhibition above about 38%;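 note: enzyme fragment complementation signal reports receptor beta-arrestin coupling in cells; 0% = agonist plus DMSO wells and 100% = wells without agonist; some results beyond the cut were filed as inactive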
Target sequence (P32249 whole entry, looked up, the tested form may be a part): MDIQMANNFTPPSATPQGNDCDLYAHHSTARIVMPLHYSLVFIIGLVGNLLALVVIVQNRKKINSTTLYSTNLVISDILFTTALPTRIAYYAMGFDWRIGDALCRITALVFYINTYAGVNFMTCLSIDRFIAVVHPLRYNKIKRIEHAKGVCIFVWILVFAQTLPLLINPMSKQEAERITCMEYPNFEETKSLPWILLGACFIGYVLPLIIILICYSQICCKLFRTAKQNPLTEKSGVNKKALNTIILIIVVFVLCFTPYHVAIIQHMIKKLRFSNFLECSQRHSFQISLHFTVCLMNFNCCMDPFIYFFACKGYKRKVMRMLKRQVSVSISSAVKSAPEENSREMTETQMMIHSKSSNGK
CXCR6 inh: CXCR6 receptor inhibitors, primary screen, cell-based, beta-arrestin, luminescence, CHO-K1 PathHunter, 1536-well. inhibition, % at 20 µM. C-X-C chemokine receptor type 6 (Homo sapiens), O00574. 360,000 tested, 0.36% active. AID 602244, 2012; in the data active = inhibition above about 34%, passing the limit was not always enough;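 note: antagonist mode with CXCL16 agonist at 10 nM final; 0% = 10 nM CXCL16 with DMSO and 100% = unstimulated wells without agonist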
Target sequence (O00574 whole entry, looked up): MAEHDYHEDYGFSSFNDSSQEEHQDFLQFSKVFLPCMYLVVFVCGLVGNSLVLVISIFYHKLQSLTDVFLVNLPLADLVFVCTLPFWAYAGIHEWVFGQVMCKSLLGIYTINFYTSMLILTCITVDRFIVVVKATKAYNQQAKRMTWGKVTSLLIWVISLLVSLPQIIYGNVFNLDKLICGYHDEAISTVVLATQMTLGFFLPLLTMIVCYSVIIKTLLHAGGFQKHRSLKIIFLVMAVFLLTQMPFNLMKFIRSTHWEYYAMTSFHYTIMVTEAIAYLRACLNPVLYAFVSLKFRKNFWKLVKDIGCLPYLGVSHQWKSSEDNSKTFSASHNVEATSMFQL
Gli-Sufu block: Gli-Sufu pathway antagonists, primary screen, luciferase luminescence, Sufu-KO-LIGHT cells, uHTS; 340,000 tested, 0.74% active; inhibition, % at 5 µM; Sufu-KO-LIGHT fibroblasts, Gli luciferase reporter luminescence;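 active = inhibition above about 55%, limit read from the data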;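 note: 0% = DMSO-treated cells and 100% = wells with medium but no cells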
UBC13 polyUb: UBC13 polyubiquitin chain formation inhibitors, primary screen, biochemical, TR-FRET, uHTS | Ubiquitin-conjugating enzyme E2 N (Homo sapiens), P61088 | inhibition, % at 20 µM | 330,000 tested, 0.47% active | AID 485273, 2010; in the data active = inhibition above about 45%, passing the limit was not always enough
Jurkat NFkB inh: inhibitors of induced NF-kB luciferase reporter, primary screen, TCR NF-kB activation inhibitor project, cell-based, luminescence, uHTS; Jurkat, PMA/ionomycin-induced NF-kB luciferase reporter; inhibition, % at 4 µM; 330,000 tested, 0.53% active; in the data active = inhibition above about 50%
The depositor's hits bear a star; . = no result given. No enrichment for hits. Share with any hit: about 3%.

compound	APJ antagonist	CCR6 antag	697 NFkB inh	EBI2 block	CXCR6 inh	Gli-Sufu block	UBC13 polyUb	Jurkat NFkB inh
CCCC(=O)C1=C(O)C(c2cccc(Oc3ccccc3)c2)CCC1=O (stereo unspecified)	-6	4	-9	8	-4	0	-3	-8
CCCn1c(SCC(=O)Nc2c(C)cccc2CC)nnc1C(C)C	6	-4	3	-7	4	-30	4	5
CCn1c(CNc2nc(-c3ccccc3)cs2)nnc1SCC(=O)NCc1ccccc1	6	4	19	2	-12	1	6	-10
O=C(c1cccnc1)N1CCN(Cc2ccccc2Br)CC1	-7	-10	5	2	1	-3	8	-1
CC(C)NC(=O)c1cc(-n2cnnc2)ccc1Cl	18	1	10	-9	4	5	1	9
CCOC(=O)CN1C(=O)N[C@@H](c2cccs2)C(C(C)=O)=C1C	12	-8	19	-22	0	-4	0	6
N#CC(=C1CCCC1)c1nc(-c2ccccc2)cs1	-15	2	-229	40	4	4	-11	-148
CCC(C)(C)NC(=O)CN(Cc1ccc2c(c1)OCO2)C(=O)CCC(=O)Nc1ccccn1	25	-9	5	-4	-4	-15	1	-9
CCCCOc1ccc(C2/C(=C(\O)c3ccc4c(c3)OCCO4)C(=O)C(=O)N2CCCN2CCOCC2)cc1 (stereo unspecified)	7	1	15	0	3	-5	-6	-7
CCOc1ccccc1NC(=O)c1cc(=O)c2ccccc2o1	-3	2	-14	11	-1	-13	18	-8
COc1ccc(C(=O)NC(=S)NNC(=O)c2cccnc2)cc1	3	18	7	4	9	-9	7	3
COc1cc(C(=O)NNC(=O)COc2ccc(Br)cc2)ccc1OCC(=O)N1CCOCC1	.	-3	.	8	-6	-11	.	.

Part of the list above in another layout:
Below each compound: APJ antagonist, CCR6 antag, 697 NFkB inh, EBI2 block, CXCR6 inh, Gli-Sufu block, UBC13 polyUb, Jurkat NFkB inh
- CCCn1c(SCC(=O)Nc2c(C)cccc2CC)nnc1C(C)C
    6, -4, 3, -7, 4, -30, 4, 5
- CCn1c(CNc2nc(-c3ccccc3)cs2)nnc1SCC(=O)NCc1ccccc1
    6, 4, 19, 2, -12, 1, 6, -10

Later entries.
compound	APJ antagonist	CCR6 antag	697 NFkB inh	EBI2 block	CXCR6 inh	Gli-Sufu block	UBC13 polyUb	Jurkat NFkB inh
Cc1cc(C(=O)CSc2nc3ccccc3c(=O)n2C)c(C)n1Cc1ccc2c(c1)OCO2	2	-2	-15	11	0	73*	14	37
O=C(Nc1nc2ccccc2s1)C1c2ccccc2Oc2ccccc21	-5	17	-20	22	5	16	-4	1
O=C(OCC(=O)N(CCc1ccccc1)Cc1ccccc1)c1ccccc1NCCO	-2	21	-25	-1	0	8	4	-1
CCC(=O)c1ccc(N2CCN(C(=O)c3ccccc3)CC2)c(F)c1	-4	13	-1	-1	-13	-15	4	8
CCCCn1c(-c2nonc2N)nc2ccccc21	20	12	4	1	-8	-6	9	19
CC1CCCN(C2(O)C(=O)Nc3c(C(F)(F)F)cccc32)C1 (stereo unspecified)	11	5	7	9	1	-1	8	7
FC(F)(F)c1nnc(-c2ccccc2)nc1Oc1ccccc1	17	34	-10	-12	28	6	8	-7
Cc1cc(C(=O)NC(C)c2ccc3c(c2)OCO3)cs1 (stereo unspecified)	-21	-1	-1	-10	5	-6	-2	-14
CC12CC3CC(C)(C1)CC(CN)(C3)C2	1	21	-1	7	-2	26	14	7
CSc1nc2c(c(=O)[nH]c(=O)n2C)n1Cc1ccccc1	-12	7	5	4	3	15	1	-8
Cc1ccc(C)c(N(CC(=O)NC2CCCC2)C(=O)c2cc3cc4cccc(C)c4nc3s2)c1	-4	-4	-16	22	11	20	-1	15
O=C(O)c1c2c(nc3ccc(S(=O)(=O)N4CCC(C(=O)NCc5ccccc5Cl)CC4)cc13)CCCC2	1	-20	1	-7	0	-21	-11	7
CCCCCCCc1c(O)nc(SCCN2CCOCC2)[nH]c1=O	8	2	13	-6	0	-6	-3	-14
COc1ccc(CCNc2ncnc3nc[nH]c23)cc1OC	-4	-17	3	-4	-12	46	7	6
COc1ccccc1CNS(=O)(=O)c1ccc2[nH]cc(C(=O)O)c(=O)c2c1	14	1	-3	-6	3	-1	2	-2
COc1ccc(CN2CCCC(C(=O)Nc3cccc(-n4cccn4)c3)C2)cc1 (stereo unspecified)	21	11	14	-11	8	18	5	15
Cc1ccc(NC(=O)COC(=O)C2=COCCO2)cc1	-1	-15	24	-2	0	-3	8	-7
CSc1nc2cc(C)nn2c(-c2ccccc2)c1C#N	-5	6	-11	-9	0	-10	10	-3
CN(C)c1ccc(/C=C(/C(=O)c2ccc(Cl)cc2Cl)n2cncn2)cc1	13	22	-8	7	13	1	-262	17
O=Cc1c[nH]c2ccc(OCc3ccccc3)cc12	-4	-5	-6	8	2	-10	11	7
O=C(OCCN=C1NS(=O)(=O)c2ccccc21)c1cccnc1	-5	-10	11	-9	4	17	8	12
O=C(NCCN1CCNCC1)c1ccccn1	-24	-2	-27	-18	-4	7	0	-10
COCCCNC(=O)CCCCCNS(=O)(=O)c1ccc(Br)cc1	-3	10	8	1	-4	4	1	2
O=C(CSc1nc2c(cnn2-c2ccc(F)cc2)c(=O)[nH]1)N1CCOCC1	13	13	3	-13	6	3	6	-4

Some values from above.
CCC(C)(C)NC(=O)CN(Cc1ccc2c(c1)OCO2)C(=O)CCC(=O)Nc1ccccn1 in APJ antagonist reads 25
CCCCOc1ccc(C2/C(=C(\O)c3ccc4c(c3)OCCO4)C(=O)C(=O)N2CCCN2CCOCC2)cc1 (stereo unspecified) in CCR6 antag reads 1

The list goes on:
compound	APJ antagonist	CCR6 antag	697 NFkB inh	EBI2 block	CXCR6 inh	Gli-Sufu block	UBC13 polyUb	Jurkat NFkB inh
CC1CCN(c2ccc3nnc(CCC(=O)N4CCN(c5ccc(F)cc5)CC4)n3n2)CC1	15	8	-24	10	4	2	-1	14
O=S(=O)(c1ccccc1)N1CCN(Cc2cc3c(cc2Br)OCCO3)CC1	-9	18	-2	-13	6	9	5	5
N/C(=N\O)c1cn(Cc2ccccc2Cl)c2ccccc12	11	-2	-1	-6	-6	7	6	-21
O=C1C=C(Nc2ccc(Cl)cc2)CC(c2ccco2)C1 (stereo unspecified)	13	13	-2	18	0	-7	-4	14
CCn1c(SCC(=O)Nc2ccc(OCc3ccccc3)cc2)nnc1-c1ccco1	3	12	-64	6	0	-9	-3	-2
O=C(CSc1ccccc1)Nc1cccnc1	-12	-6	-5	-5	-2	-2	6	-2
Oc1ccc(-c2[nH]ncc2-c2cccc3cccnc23)c(O)c1	14	0	-27	-10	8	0	8	-3
CSc1ncccc1C(=O)Nc1ncc(C)s1	-17	2	11	-5	6	3	-3	-13
COc1cc(OC)c2cc[nH]c2c1	-5	3	-20	-14	-14	40	-5	-10
COc1ccc(OC)c2c1C(=O)C(Cl)=C(Cl)C2=O	27	105*	-111	21	102*	17	-197	60*
c1ccc(Cn2nnnc2-c2ccco2)cc1	5	-5	9	2	6	-1	-6	0
Cc1c(-c2ccccc2)nc(N)c(C#N)c1-c1ccco1	16	2	-26	-2	5	7	1	6
CCOc1ccc(CCNC(=O)C2CCCN(C(=O)N(C)C)C2)cc1OCC (stereo unspecified)	3	-10	13	6	-8	1	2	6
CSCC[C@H](NC(=O)Nc1ccc(C)cc1C)C(=O)O	12	6	17	2	0	-1	-2	5
Cc1cc(C(=O)Nc2ccc(N3CCOCC3)cc2)c2ccccc2n1	-10	2	-16	-2	-8	5	-9	1
CCOC(=O)c1cc2c(c(CCO)n1)[C@@H](CCO)N(S(=O)C(C)(C)C)C2 (stereo partly specified)	.	1	.	-11	-3	4	.	.
CC1(NC(=S)Nc2ccc(NC(=S)NC3(C)CCS(=O)(=O)C3)cc2)CCS(=O)(=O)C1 (stereo unspecified)	28	7	-5	6	-8	15	0	29
O=C(Nc1cccc([N+](=O)[O-])c1)N(c1ccccc1)c1ccccc1	.	25	.	3	5	4	.	.
O=C(NCCc1ccccc1)c1ccc2c(c1)N(Cc1ccccc1)C(=O)CS2=O (stereo unspecified)	14	11	-42	13	7	-5	-10	0
CCc1ccc(C2NC(c3ccc(CC)cc3)C([N+](=O)[O-])C(C)(C)C2[N+](=O)[O-])cc1 (stereo unspecified)	10	10	21	-3	0	-3	-1	7
COCCNC(=O)CSc1nnc(-c2ccc(C)cc2)c(-c2ccc(C)cc2)n1	22	10	-13	12	8	-13	-12	0
COc1ccc(C2C(C(=O)N3CCN(c4ccc(OC)cc4)CC3)c3ccccc3C(=O)N2C)cc1 (stereo unspecified)	-13	-3	-10	-4	0	0	-4	3
CCCCn1c(N)c(N(CCOC)C(=O)C2CCCN(C(=O)c3ccc(Cl)cc3)C2)c(=O)[nH]c1=O (stereo unspecified)	1	3	-20	-4	2	-4	-3	3
O=C(CCSc1ccc(F)cc1)NNC(=O)c1ccc([N+](=O)[O-])cc1	-2	3	21	-18	-13	1	-8	-16
O=C(c1cc2ccccc2o1)N1CCN(c2ccccc2Cl)CC1	13	10	0	86*	-4	3	10	1
O=C(NC1CC(=O)N(c2ccccc2)C1)N1CCN(C(=O)c2ccco2)CC1 (stereo unspecified)	0	6	19	-12	2	-7	-2	-14
COc1ccccc1N1CCN(CC(=O)Nc2ccccc2C(=O)NC(C)c2ccccc2)CC1 (stereo unspecified)	2	-4	-10	5	-4	4	-1	8
NC(=O)c1ccc(NC(=O)c2ccc(CN3CCOCC3)cc2)cc1	-2	-6	-23	-11	-7	-5	-24	-9
O=C(CNC(=O)c1cccs1)N=Nc1c(O)[nH]c2ccc([N+](=O)[O-])cc12	2	18	0	-4	15	-5	-26	16
O=C1N=c2ccccc2=C1c1sc(Nc2ccc(O)cc2)nc1O	.	57*	.	4	50*	-8	.	.
Cc1ccc(CN(C)CCc2ccccn2)cc1	-10	0	-7	-4	-4	33	-10	-4
O=C(/C=C\c1ccco1)Nc1ccc(N2CCN(C(=O)c3ccccc3)CC2)cc1	3	10	-26	2	2	8	-7	16
CCC(NC(=O)c1cccc(Cn2nc(C)c([N+](=O)[O-])c2C)c1)c1ccc(C(C)C)cc1 (stereo unspecified)	-31	7	-2	15	2	-10	0	4
COc1ccc(OC)c(S(=O)(=O)Nc2cc3c4c(c2)C(C)C(=O)N4CCC3)c1 (stereo unspecified)	2	7	-4	-1	-5	-1	-5	8
COc1ccc2[nH]cc(CCNC(=O)C3CCCCC3)c2c1	11	-3	-10	-8	3	-8	6	-17
O=C(COc1ccccc1Cl)Nc1cc(NC(=O)COc2ccccc2Cl)cc(C(=O)O)c1	10	1	-24	2	-10	-16	-14	7
COc1ccccc1NC(=O)c1cc(C(=O)O)ccc1C(=O)O	14	-6	-4	-3	5	-2	2	-5
COC(=O)c1ccc(Cn2cc([N+](=O)[O-])cn2)cc1	-19	3	-6	-12	-7	5	-18	-8
COC(=O)C1CCN(C(=O)COc2cc3sc(C)nc3c3sccc23)CC1	-18	3	7	10	-7	2	-2	1
CC(C)NC(=O)N(C)C[C@H]1Oc2c(cccc2N(C)C)C(=O)N([C@H](C)CO)C[C@@H]1C	1	7	3	-3	-5	18	13	-2
CCOC(=O)/C(=C/c1ccc(OC(=O)c2ccccc2)cc1)C(C)=O	6	-2	-5	-5	12	3	-4	18
Cc1cc(NC(=O)CSc2nc3ccccc3[nH]2)no1	4	6	5	-10	-14	4	-3	-7
COc1ccc(-n2cnc3cc(C(=O)N4CCOCC4)ccc32)cc1	-4	-5	-24	-6	-4	-18	-8	-15
COc1ccc(S(=O)(=O)N2CCC3(CC2)CC(=O)c2ccccc2O3)cc1OC	9	4	-14	-2	4	1	-2	-5
COc1ccc2c(c1OC)C(=O)OC2Nc1ccc(S(=O)(=O)N=C(N)N)cc1 (stereo unspecified)	1	1	4	-6	0	6	2	12

Bioassay records as filed in PubChem.
